From PubChem
PAX8 inh HTS: lowers PAX8-driven luciferase in RMG-I cells; RMG-I TPO-luciferase reporter, SteadyGlo, 24 h; inhibition, % at 12.6 µM; 360,000 compounds, 1.2% hits; AID 652154;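 active = mean replicate inhibition at least 60% with every replicate also reaching 60%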;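 note: luciferase light reporting Pax8 driven TPO promoter activity; plate controls were median of neutral control wells for no effect and mitoxantrone controls for full effect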
LGR2 inh: Drosophila LGR2 receptor signaling inhibition; inhibition, % at 9.99 µM; AID 720647; 380,000 compounds, 0.35% hits; HEK293 LGR2, CRE-luciferase, bursicon-stimulated, 4 h;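 active = drop in luminescence signal, shown as inhibition above about 50% in the replicate tests, limit read from the data, passing the limit was not always enough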;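 note: agonist challenge used bursicon conditioned medium at about half maximal strength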
GSIS activator: GLuc luminescence reporter in INS-1E cells, primary screen for activators of glucose-dependent secretion of insulin. INS-1E GLuc reporter insulin secretion, 2-3 h. activation, % at 16.6 µM. 370,000 compounds, 0.61% hits. AID 743287;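 active = lowest replicate activation of at least 40%, so every replicate reaches that level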;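 note: 0% = median of neutral control wells and 100% = median of IBMX positive control wells; some compounds called inactive have numbers as strong as hits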
PglD DTNB: blocks C. jejuni PglD acetyltransferase activity; purified PglD enzyme, DTNB colorimetric CoA detection; inhibition, % at 12.5 µM; 360,000 compounds, 0.098% hits; in the data active = inhibition above about 16%, passing the limit was not always enough; note: strong numbers were not always called active
PGC1a acetyl inh: modulators of PGC1a acetylation. U2OS PGC1a acetylation, AlphaScreen anti-acetyl-lysine; with virally co-expressed GCN5 acetyltransferase. inhibition, % at 15.6 µM. 350,000 compounds, 0.17% hits;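 active = every replicate shows inhibition of at least 40%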;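 note: 0% = neutral control wells and 100% = positive control wells; some results beyond the cut were filed as inactive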
ARNT TACC3 PPI: disruptors of human ARNT/TACC3 interaction. 390,000 compounds, 0.66% hits. AlphaScreen His-ARNT PAS-B/GST-TACC3 binding, luminescence; TACC3 fragment carries E629A point mutation. Q9Y6A5. inhibition, % at 9.99 µM;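 active = mean inhibition of replicates at least 50% and at least half of replicates each reaching 50%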;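 note: 0% = complete ARNT plus TACC3 wells and 100% = ARNT alone without TACC3; many hits fall short of the cut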
Cneo AK release: Cryptococcus neoformans lysis via adenylate kinase release | C. neoformans lysis, adenylate kinase release luminescence, 4 h; normalised: neutral wells 0, clomiphene wells 100 | lysis activity, % at 15 µM | 360,000 compounds, 0.2% hits | AID 651654;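 active = mean lysis activity across replicates of at least 80%, whatever share of replicates individually reach that level; inactive = mean lysis activity below 80%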
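Test system: log-phase Cryptococcus neoformans yeast cells. Input: 5 × 10^6 yeast cells/mL. Medium: fresh YPD growth medium. Doses: single dose. Incubation: static 4 h at 37 °C with compound, 1 h detection. Measured by: luminescent adenylate kinase detection reagent. Read-out: signal increase indicating cell lysis. Benchmarks: Clomiphene.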
C2C12 statin: suppression of simvastatin myotoxicity. C2C12 myotubes + simvastatin, ATP luminescence, 48 h; scaled: DMSO 0, geranylgeraniol control 100. rescue of ATP level, % at 7.49 µM. 330,000 compounds, 0.78% hits;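 active = mean ATP rescue above about 67%, or every replicate alone reaching that limit, limit read from the data, passing the limit was not always enough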;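 note: myotubes were challenged with 10 µM simvastatin during compound exposure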
Starred values were filed as active, the others as inactive; . = no result given.

SMILES	PAX8 inh HTS	LGR2 inh	GSIS activator	PglD DTNB	PGC1a acetyl inh	ARNT TACC3 PPI	Cneo AK release	C2C12 statin
CCCNC(=O)C[C@@H]1CC[C@H]2[C@H](COc3ccc(NC(=O)Nc4c(C)noc4C)cc3C(=O)N2C)O1	-20	7	3	3	-3	-14	-2	24
CCOC(=O)Cc1c(C)nc2c(-c3ccccc3)c(C)nn2c1C	-18	.	.	2	1	-2	0	-19
Cc1ccc(CNC(=O)C2CCN(S(=O)(=O)c3ccc4nc5c(c(C(=O)O)c4c3)CC(C)CC5)CC2)cc1 (stereo not given)	6	14	-14	2	-2	19	-1	20
Cc1noc(C)c1NC(=O)N[C@@H]1C=C[C@H](CC(=O)NCCCN(C)C)O[C@H]1CO	.	-5	-11	3	2	-1	-2	1
Cc1ccc(NC(=S)NNS(=O)(=O)c2ccc3ccccc3c2)cc1Cl	13	-4	1	.	.	-6	.	.
CCc1ccc(OCC(=O)NC2CC(C)(C)NC(C)(C)C2)cc1	4	28	7	.	.	7	.	.
CC(=O)Nc1ccc(NC(=O)c2cc(-c3cc(C)cc(C)c3O)n[nH]2)cc1	-16	-10	2	9	-10	2	-5	-25
O=C(/C=C/c1ccc(F)cc1)c1ccccc1Br	19	7	-13	.	.	-3	.	.
O=C(Nc1ccc(Oc2ccccc2)cc1)c1csc([C@@H]2O[C@H](CO)[C@@H](O)[C@H]2O)n1	26	2	-18	-1	.	.	-1	9
CC(C)(C)C(=O)Cn1nnc(-c2ccc(C(F)(F)F)cc2)n1	-8	-10	2	.	-5	-5	.	-1
CCCc1cn(CC[C@@H]2CC[C@@H](NC(=O)C3CCCCC3)[C@@H](CO)O2)nn1	2	-19	-9	-1	3	-2	-1	11
CCn1ncc(C2=NOC(C(=O)Nc3c(C)nn(Cc4ccc(F)cc4)c3C)C2)c1C (stereo not given)	13	-7	-1	.	-9	0	0	-3
CCc1nc(OCc2ccccc2)c2sc3nc4c(cc3c2n1)COC(C)(C)C4	.	.	.	1	0	-1	3	8
O=C(OCCOc1cccc(Cl)c1)c1ccc2ncsc2c1	8	-35	3	-1	-2	-6	0	8
COCCNC(=O)Cn1c(=O)oc2cc(S(=O)(=O)N3CC(C)CC(C)C3)ccc21 (stereo not given)	28	6	3	2	6	3	0	2
CCOC(=O)C1CCCN(C(=O)c2ccc(OC)c([N+](=O)[O-])c2)C1 (stereo not given)	-18	-4	24	4	5	1	5	2
O=C(OC1CCOC1=O)c1cc(-c2cccs2)nc2ccccc12 (stereo not given)	23	-10	59*	0	15	-1	-2	8
Cc1ccc2sc(NNC(=O)c3cc(=O)c4ccccc4o3)nc2c1C	-38	-44	-7	-6	-6	6	2	11
CC1(C(=O)NS(=O)(=O)c2cccs2)CCN1C(=O)c1cccc(F)c1 (stereo not given)	3	-1	-2	2	1	.	-1	-1
NC(=O)Nc1ccc(Nc2ccccc2)cc1	2	-23	10	.	.	3	.	.
Oc1ccccc1C1=Nc2nc3ccccc3n2C(c2ccccc2)C1 (stereo not given)	.	-44	-8	-3	-12	-7	-1	33
CO[C@H]1CN(C)C(=O)c2ccc(NC(C)=O)cc2OC[C@@H](C)N(CCc2ccccc2)C[C@@H]1C	.	-21	-17	-3	-14	-8	6	2
O=C1CCC/C(=N/NC(=O)c2ccc(CN3c4cccc5cccc(c45)S3(=O)=O)cc2)C1	26	-4	-12	-3	.	.	-1	.
COC(=O)c1cc(NS(=O)(=O)c2ccc(N3CCOCC3)c([N+](=O)[O-])c2)cc(C(=O)OC)c1	2	10	14	.	.	-7	.	.
Cc1ccc(NC(=O)N(Cc2nc3ccccc3c(=O)[nH]2)Cc2cccs2)cc1	-13	-6	-7	0	-6	1	3	.
COC(=O)c1ccc(NC(=O)c2ccc(F)cc2)o1	.	.	.	0	-3	-5	-1	.
CCCNC(=O)N1C[C@H](O)COC[C@@H]2O[C@@H](CC(=O)NCc3ccncn3)CC[C@H]21	4	11	-1	3	-6	1	6	5
CC(C)CC#Cc1ccc2c(c1)O[C@@H](CN(C)C(=O)Cc1ccccc1)[C@H](C)CN([C@H](C)CO)S2(=O)=O	.	20	-11	2	8	-13	0	-29
Cc1ccc(S(=O)(=O)N(C)C[C@H]2OCCCC[C@@H](C)Oc3ccc(NC(=O)c4ccccc4)cc3C(=O)N([C@@H](C)CO)C[C@H]2C)cc1	-12	-31	-13	-2	-20	6	-1	.
Cc1ccc(CN2CCN(C(=O)C3CCC3)CC2)cc1	.	0	11	-2	-1	-14	-2	-20
CC(C)Sc1nnc(SCC(=O)NCCCN2CCCC2=O)s1	-9	3	11	-3	.	-4	1	6
CCc1ccc2nc(N(CCN(C)C)C(=O)/C=C/c3cccs3)sc2c1	.	.	.	3	-5	11	16	-2
NC(=O)c1ccccc1NC(=O)CCn1c(=S)oc2ccccc21	-18	-10	6	2	1	-1	3	1
COC(=O)c1ccc(CSc2nc3ccccc3c(=O)n2C)o1	3	20	32	-2	25	-7	-1	10
CC(=O)Nc1cnc(-c2cccc(C(=O)N3CCOCC3)c2)cn1	-6	-3	0	-5	.	.	0	4
CC(NC(=O)C(NC(=O)C(Cc1c[nH]c2ccccc12)NC(=O)OC(C)(C)C)C(C)C)C(N)=O (stereo not given)	8	24	12	6	3	-3	10	4
CCc1nc2ccc(C(=O)Nc3cc(-c4ccccc4)ccc3OC)cn2c1N(C)Cc1ccc(OC)cc1	10	2	0	-7	.	.	2	-36
CO[C@H](CN(C)C(=O)c1cnccn1)[C@@H](C)CN([C@@H](C)CO)S(=O)(=O)c1ccc(C)cc1	.	-4	15	-2	8	3	-6	2
CC1CC(=O)C2=C(C1)Nc1ccccc1N(C(=O)COc1ccccc1)C2c1ccco1 (stereo not given)	1	.	.	5	-6	-1	0	7
O=C(CCC1CCCN(C(=O)c2ccco2)C1)NCc1ccccc1F (stereo not given)	23	4	-1	7	10	-4	1	2
Nc1ccc(CC2SC(=O)NC2=O)cc1 (stereo not given)	-14	.	.	-1	0	0	-1	.
O=C(O)c1cc(NC(=O)c2ccccc2[N+](=O)[O-])ccc1O	11	-9	-1	.	3	-6	.	.
C[C@@H]1CN([C@H](C)CO)C(=O)c2cc(C#Cc3ccccc3F)cnc2O[C@H]1CN(C)C(=O)Cc1ccncc1	1	0	0	5	0	-5	54	21
Cc1cccc(-c2ccc([C@@H]3[C@@H](CO)N4C(=O)CN(S(=O)(=O)c5cccc(F)c5)C[C@H]34)cc2)c1	16	15	-3	.	-10	.	.	.
COC(=O)C(NC(=O)c1ccccc1)=C(C)C	.	5	18	6	5	-9	4	94*
CC1=CC(=O)N(c2ccn(C)n2)C1=O	18	-2	4	.	.	-4	.	.
c1ccc(-c2cc(-c3nnc4sc(-c5ccccn5)nn34)[nH]n2)cc1	.	.	.	2	1	2	3	-14
COc1cccc(NC(=O)Nc2c(C)n(C)n(-c3ccccc3)c2=O)c1	4	.	.	5	2	-2	-1	.
O=C(Nc1cccc(C(=O)N2CCCC2)c1)C1CCC1	-6	23	22	-1	2	-38	1	-2
O=C(CCCOc1ccccc1)NCCc1nc2ccccc2[nH]1	11	5	-11	1	-2	-6	-1	6

14 structures out of the list, sorted by length of the SMILES, falling.
SMILES	PAX8 inh HTS	LGR2 inh	GSIS activator	PglD DTNB	PGC1a acetyl inh	ARNT TACC3 PPI	Cneo AK release	C2C12 statin
Cc1cccc(-c2ccc([C@@H]3[C@@H](CO)N4C(=O)CN(S(=O)(=O)c5cccc(F)c5)C[C@H]34)cc2)c1	16	15	-3	.	-10	.	.	.
C[C@@H]1CN([C@H](C)CO)C(=O)c2cc(C#Cc3ccccc3F)cnc2O[C@H]1CN(C)C(=O)Cc1ccncc1	1	0	0	5	0	-5	54	21
CC(NC(=O)C(NC(=O)C(Cc1c[nH]c2ccccc12)NC(=O)OC(C)(C)C)C(C)C)C(N)=O (stereo not given)	8	24	12	6	3	-3	10	4
CC1CC(=O)C2=C(C1)Nc1ccccc1N(C(=O)COc1ccccc1)C2c1ccco1 (stereo not given)	1	.	.	5	-6	-1	0	7
COc1cccc(NC(=O)Nc2c(C)n(C)n(-c3ccccc3)c2=O)c1	4	.	.	5	2	-2	-1	.
O=C(O)c1cc(NC(=O)c2ccccc2[N+](=O)[O-])ccc1O	11	-9	-1	.	3	-6	.	.
CC(=O)Nc1cnc(-c2cccc(C(=O)N3CCOCC3)c2)cn1	-6	-3	0	-5	.	.	0	4
O=C(CCC1CCCN(C(=O)c2ccco2)C1)NCc1ccccc1F (stereo not given)	23	4	-1	7	10	-4	1	2
COC(=O)c1ccc(CSc2nc3ccccc3c(=O)n2C)o1	3	20	32	-2	25	-7	-1	10
O=C(CCCOc1ccccc1)NCCc1nc2ccccc2[nH]1	11	5	-11	1	-2	-6	-1	6
O=C(Nc1cccc(C(=O)N2CCCC2)c1)C1CCC1	-6	23	22	-1	2	-38	1	-2
COC(=O)C(NC(=O)c1ccccc1)=C(C)C	.	5	18	6	5	-9	4	94*
CC1=CC(=O)N(c2ccn(C)n2)C1=O	18	-2	4	.	.	-4	.	.
Nc1ccc(CC2SC(=O)NC2=O)cc1 (stereo not given)	-14	.	.	-1	0	0	-1	.

(more compounds)
SMILES	PAX8 inh HTS	LGR2 inh	GSIS activator	PglD DTNB	PGC1a acetyl inh	ARNT TACC3 PPI	Cneo AK release	C2C12 statin
O=C(COc1ccc(F)cc1Br)NCC1(N2CCCCC2)CCCCC1	11	-9	.	2	11	3	2	-4
CCOC(=O)c1ccc(NC(=O)CCc2nc(-c3ccccc3)no2)cc1	9	.	.	-4	-5	-3	5	-4
COC(=O)CCCC1=CC2=CC(=O)C(C)(OC(=O)c3cccs3)C(=O)C2=CN1Cc1ccco1 (stereo not given)	-13	7	5	5	18	10	-5	-5
CCOc1ccc(N(Cc2ccc(OC)c(OC)c2)C(=O)c2ccco2)cc1	-8	-9	-1	.	-8	4	.	.
CN(CC(=O)NCCc1ccc(S(N)(=O)=O)cc1)S(=O)(=O)c1cccc2nsnc12	-60	-5	3	2	-1	15	4	0
Cc1c(C(=O)N2CCN(CCc3ccccn3)CC2)oc2ccc(F)cc12	5	-2	9	-2	0	1	1	-1

Random excerpt: two entries already listed
SMILES	PAX8 inh HTS	LGR2 inh	GSIS activator	PglD DTNB	PGC1a acetyl inh	ARNT TACC3 PPI	Cneo AK release	C2C12 statin
CN(CC(=O)NCCc1ccc(S(N)(=O)=O)cc1)S(=O)(=O)c1cccc2nsnc12	-60	-5	3	2	-1	15	4	0
COC(=O)C(NC(=O)c1ccccc1)=C(C)C	.	5	18	6	5	-9	4	94*

Compounds were not picked by outcome. Share with any hit: about 2.9%.
